Compound activity deposited in PubChem by several laboratories.
CSM14.1 death rescue = rescue of cells from ER stress-induced death, primary screen, 384-well, CSM14.1, thapsigargin, ATP luminescence (AID 1222); CSM14.1 thapsigargin-induced death rescue, ATP luminescence; higher % means a stronger effect; cellular ATP content (survival), % at 20 µM; hits with a dose series show EC50 in µM; 190,000 tested, under 10 active;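 active means EC50 below 50 µM in the dose-response confirmation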;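 further: death triggered by thapsigargin at about 15 µM added after 2 h compound pretreatment; cell ATP read after overnight thapsigargin exposure of roughly 18 to 22 hours; normalized against plate controls of thapsigargin alone and 5% DMSO vehicle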
P. falciparum M1AAP = malaria alanyl aminopeptidase activity blockers – biochemical, fluorogenic H-Leu-NHMec substrate, 1536-well (AID 1445) | recombinant M1AAP, H-Leu-NHMec fluorogenic kinetic assay; higher % means a stronger effect | inhibition, % at 30 µM, or IC50 in µM where a hit was titrated | hit rate 0.42% among 220,000;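 active means primary inhibition above the hit cutoff, then over 50% inhibition at one or more dose response concentrations, cut at about 23% in these data, passing the limit was not always enough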;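 further: plate controls were DMSO full reaction for no effect and no enzyme background for full effect; strong numbers were not always called active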
MT stabilize HCS = microtubule stabilizers in HeLa cells | HeLa tubulin immunostaining HCS, 24 h; share of cells brighter than vehicle mean+2SD | % tubulin-high responders, % at 10 µM | hit rate 0.83% among 200,000 | AID 2205;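 active means plate Z-score above 3 for both tubulin-high and condensed-nucleus cell shares, with cell loss under 80%, at 10 µM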;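 further: anti alpha tubulin signal scored within the nucleus-defined area of each cell; some results filed as inactive read as strong as hits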
b-catenin transl = modulators of beta-catenin nuclear translocation; HeLa beta-catenin nuclear translocation, immunofluorescence imaging; nuclear translocation activity, % at 5 µM; hit rate 0.3% among 190,000; AID 1665;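 active means nuclear translocation activity above 50% at 5 µM, with a well cell count of 50 or more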;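 further: per-cell ratio of nuclear to cytoplasmic median beta-catenin stain intensity; plate controls were DMSO negative control for no effect and GSK-3 inhibitor IX positive control for full effect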
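Assay system: human HeLa cells, native beta-catenin; doses: 5 µM primary, 0.02–20 µM confirmation; incubation: compound treatment 24 h, 37°C, 5% CO2; technique: fluorescence imaging of beta-catenin antibody stain plus DAPI; measure: % activation, nuclear-to-cytoplasmic median beta-catenin signal ratio per cell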
UTI89 phage lysis = inhibition of K1F phage lysis, E. coli UTI89, bacterial capsule biogenesis inhibitors, alamar blue (AID 488966); E. coli UTI89 K1F phage lysis, alamar blue, 2 h; higher % means a stronger effect; inhibition, % at 100 µM; hits with a dose series show IC50 in µM; hit rate 0.02% among 340,000;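 active means phage lysis inhibition, versus mean bacterial control, above a set limit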;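 further: capsule biogenesis inhibitors block K1F phage lysis so surviving cells raise fluorescence; higher fluorescence means more inhibition of phage lysis; actives were called in the ten point dose series up to 300 µM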
Ins promoter up = MIN6 insulin promoter up-regulation; hit rate 0.3% among 190,000; MIN6 insulin promoter-GFP reporter, high-content imaging; stronger effect = higher value; z-score at 5 µM;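 active means z-score above 3 at 5 µM with at least 500 cells counted in the well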
Autophagy mod = autophagy modulation, high-content screen. MEF GFP-LC3 puncta imaging; test concentration mostly 10 µM. calls only at 10 µM (by protocol). hit rate 0.98% among 190,000. AID 463193;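 active means percentage of spot-positive cells more than 3 SD above its plate mean, without a fluorescence outlier flag or 80% toxicity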;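 further: spot-positive cell cutoff set from DMSO-treated cells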
Dynein cargo inh = dynein cargo transport inhibition; hit rate 0.47% among 220,000; z-score, hits read low; AID 1381; 3617.4 mouse cells, GR-EGFP nuclear translocation imaging; test concentration mostly 20 µM; stimulated with dexamethasone, 1 µM; stronger effect = lower value;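 active means plate z-score of nuclear minus cytoplasmic receptor signal below a set negative limit, without overly bright fluorescence or cell loss, cut at about -3.5 in these data, passing the limit was not always enough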;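 further: z-score of nuclear minus cytoplasmic ring GR-EGFP intensity difference per well; some compounds called inactive have numbers as strong as hits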
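Buffer or medium: Induction medium lacking tetracycline, stripped serum | Also added: Dexamethasone agonist, 1.0 µM final, for 30 min | Timing: 48 h induction, 1 h compound, 30 min dex at 37 °C | Detection: Formaldehyde fixation, Hoechst nuclear stain, 10x automated fluorescence imaging | Measure: Nuclear versus cytoplasmic GR-EGFP signal, averaged per well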
P. falciparum M17LAP = P. falciparum M17LAP inhibitors, primary screen, biochemical, fluorogenic H-Leu-NHMec substrate, 1536-well (AID 1619); hit rate 0.38% among 220,000; inhibition, % at 30 µM, or IC50 in µM where a hit was titrated; recombinant M17LAP, H-Leu-NHMec fluorogenic kinetic assay; higher % means a stronger effect;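 active means compound inhibiting the enzyme by more than half at any dose during confirmatory dose-response retesting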;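 further: plate controls were full reaction with DMSO carrier for no effect and no enzyme background for full effect; strong numbers were not always called active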
Dynein cargo inh cytoplasmic EGFP = also measured in Dynein cargo inh; calls as there; z-score; measured here: cytoplasmic GR-EGFP intensity; stronger effect = higher value
Dynein cargo inh nuclear GR-EGFP = second read-out of Dynein cargo inh, no call of its own (marks repeat the call); z-score; measured here: nuclear GR-EGFP intensity;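 lower value marks the stronger effect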
Dynein cargo inh cell count = second read-out of Dynein cargo inh, no call of its own (marks repeat the call); z-score; measured here: cell count per field
Ins promoter up cell count = second read-out of Ins promoter up, no call of its own (marks repeat the call); cell count; measured here: cytotoxicity, nuclei count;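 total cells summed across four imaged fields per well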
b-catenin transl cell count 5 µM = also measured in b-catenin transl; calls as there; cell count; measured here: cell count, cytotoxicity flag
MT stabilize HCS Hoechst-high % = also measured in MT stabilize HCS; calls as there; % Hoechst-high responders; measured here: nuclear condensation Hoechst responders;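 share of cells brighter than vehicle mean plus two SD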
MT stabilize HCS cytotoxicity % = further read-out of MT stabilize HCS, marked with its call; toxicity, %; measured here: cytotoxicity by cell density;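 0% = mean cell density of plate MIN control wells and 100% = no cells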
Autophagy mod cell loss 18 h = second read-out of Autophagy mod, no call of its own (marks repeat the call); toxicity, %; measured here: cell loss, nuclei count;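 cell loss after 18 h compound exposure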
* marks the source's active call; other numbers are inactive results; i = inactive; / = not tested or not shown; [ ] = remark or other dose.

SMILES	CSM14.1 death rescue	P. falciparum M1AAP	MT stabilize HCS	MT stabilize HCS Hoechst-high %	MT stabilize HCS cytotoxicity %	b-catenin transl	b-catenin transl cell count 5 µM	UTI89 phage lysis	Ins promoter up	Ins promoter up cell count	Autophagy mod	Autophagy mod cell loss 18 h	Dynein cargo inh	Dynein cargo inh cytoplasmic EGFP	Dynein cargo inh nuclear GR-EGFP	Dynein cargo inh cell count	P. falciparum M17LAP
O=C(NCc1ccccc1)c1ccccc1-c1nc2ccccc2[nH]1	-8.5%	2%	1.5	1.4	4.4	-2.5	1051	-0.5%	1	1322	i	16	-0.48	-0.22	-0.077	0.57	-4%
O=C(CNC(=O)c1cnccn1)Nc1ccc(F)c(F)c1F	1.2%	6%	4.1	2.0	17	-4.6	983	-6.5%	0.57	1363	i	8	-1.1	-0.09	-0.44	-0.37	-4%
O=C(OCc1nnc(-c2ccccc2)o1)c1cc(S(=O)(=O)N2CCOCC2)c(Cl)cc1Cl	2.5%	0%	4.2	3.2	4.0	-2.2	1172	5.0%	/	/	i	-1	-0.41	-0.31	-0.82	-0.45	2%
CCc1ccc(C2CC(c3ccccc3Cl)Nc3nc(N)nn32)cc1 (stereo unspecified)	/	0%	1.9	3.1	7.1	1.1	1097	6.9%	0.15	2020	i	15	-0.77	-0.24	-0.068	1.2	21%
Cc1cc(C(=O)CN2CCCCC2)c(C)n1-c1ccc(F)cc1	-3.6%	-2%	2.0	3.0	8.2	0.4	1086	5.7%	-0.55	1511	i	-1	-0.12	-0.21	-0.19	-0.08	6%
C/C(=N/NC(=O)C(=O)N/N=C(/C)c1ccccc1)c1ccccc1	-0.8%	12%	3.1	2.9	2.4	-1.4	988	/	0.3	1615	i	9	0.8	-0.33	0.4	-0.77	-1%
COc1ccc(O[C@H]2C=C[C@@H](c3ccccc3)O[C@@H]2COC(=O)CC/C(C)=N/O[C@@H](C)c2cc(-c3c(C)cc(C)cc3C)no2)cc1	-3.3%	-6%	2.6	4.4	2.7	/	/	/	-0.87	1083	i	17	-0.11	-0.29	0.3	0.26	-3%
COc1ccc(C(=O)NC(=S)N2CCC(C)CC2)cc1	-2.0%	15%	2.1	1.7	5.6	1.8	937	2.6%	/	/	i	-2	-0.73	-0.31	-0.45	1	-5%
COc1ccc2c(C)cc(SCC(=O)Nc3ccc(Cl)cn3)nc2c1	-1.7%	6%	2.1	1.9	7.8	5.4	459	0.6%[50 µM]	0.52	1130	i	-3	-0.87	-0.22	0.031	-0.1	7%
CS(=O)(=O)c1ccc(Cl)c(NC(=O)CSc2nc3ccccc3c(=O)n2CCCN2CCOCC2)c1	6.4%	1%	4.3	1.5	8.8	-3.9	575	-0.1%	0.74	1541	i	-9	-1	-0.25	-0.29	1.4	0%
Cc1cccc(-c2nnnn2-c2cccc(C)c2)c1	0.3%	2%	3.1	2.2	0.8	0.4	1186	0.6%	0.27	1218	i	9	-0.91	-0.19	-0.52	0.29	-5%
COc1ccc(Nc2nc(C)cc(=O)[nH]2)c(OC)c1	-4.6%	1%	1.9	1.7	6.5	-0.3	1096	2.8%	/	/	i	-13	0.056	-0.27	0.091	1.2	1%
COc1ccc(C(=O)CC2OC(=O)c3ccccc32)cc1OC (stereo unspecified)	2.2%	0%	3.5	2.2	6.2	4.9	523	0.0%	/	/	i	-3	0.59	-0.098	0.85	-0.57	-6%
COc1ccccc1NC(=O)c1ccc(NC(=O)CSc2ncccn2)cc1	-1.8%	2%	6.1	2.0	12	0.0	1020	0.4%	0.26	1219	i	4	0.18	-0.072	-0.19	-0.23	-7%
COc1ccc(C)cc1-n1nc2ccccc2n1	2.3%	-1%	3.4	1.5	2.2	-3.6	1008	0.4%	0.29	1607	i	13	-0.091	-0.16	0.098	-0.22	2%
CCN(CC)S(=O)(=O)c1cccc(C(=O)NC(C(=O)Nc2nnc(C)s2)C(C)C)c1 (stereo unspecified)	-2.1%	-2%	2.7	1.2	12	-2.6	1225	0.0%	0.63	961	i	5	0.21	0.027	0.22	0.44	10%
C=CCn1c(CSc2nnc(-c3ccccc3)n2C)n[nH]c1=S	/	1%	/	/	/	-1.7	1224	0.1%	0.06	1417	/	/	-0.31	-0.23	-0.27	0.95	2%
Cc1sc(NC(=O)c2ccco2)c(CN2CCN(c3ccc(F)cc3)CC2)c1C	0.1%	-2%	1.5	2.5	6.3	/	/	0.4%	-0.15	699	i	-22	-0.031	-0.22	0.24	0.092	-6%
COc1ccc([N+](=O)[O-])cc1N(CC(O)CN1CCCCC1)S(=O)(=O)c1ccccc1 (stereo unspecified)	-1.0%	9%	2.9	1.4	6.0	0.1	1511	-2.7%	0.05	1352	i	-20	-0.89	-0.25	-0.36	0.31	3%
COc1cc(NC(=O)CN2C(=O)c3ccccc3C2=O)c(C(=O)O)cc1OC	1.1%	5%	3.5	2.2	4.4	-1.8	1177	0.4%	-0.08	1301	i	0	1.2	-0.038	0.72	0.79	31%

Overlap with the part before: two compounds; new compounds follow.
SMILES	CSM14.1 death rescue	P. falciparum M1AAP	MT stabilize HCS	MT stabilize HCS Hoechst-high %	MT stabilize HCS cytotoxicity %	b-catenin transl	b-catenin transl cell count 5 µM	UTI89 phage lysis	Ins promoter up	Ins promoter up cell count	Autophagy mod	Autophagy mod cell loss 18 h	Dynein cargo inh	Dynein cargo inh cytoplasmic EGFP	Dynein cargo inh nuclear GR-EGFP	Dynein cargo inh cell count	P. falciparum M17LAP
COc1ccc([N+](=O)[O-])cc1N(CC(O)CN1CCCCC1)S(=O)(=O)c1ccccc1 (stereo unspecified)	-1.0%	9%	2.9	1.4	6.0	0.1	1511	-2.7%	0.05	1352	i	-20	-0.89	-0.25	-0.36	0.31	3%
COc1cc(NC(=O)CN2C(=O)c3ccccc3C2=O)c(C(=O)O)cc1OC	1.1%	5%	3.5	2.2	4.4	-1.8	1177	0.4%	-0.08	1301	i	0	1.2	-0.038	0.72	0.79	31%
COc1ccc(NC(=O)N2CCN(c3nc4ccccc4n3C(C)C)CC2)cc1	1.6%	4%	1.9	2.3	5.0	0.3	1507	-1.2%	0.01	969	i	-7	0.039	-0.15	-0.098	-0.77	-2%
Cc1ccc(C(=O)/C=C/C(=O)c2ccc(C)cc2)cc1	/	0%	4.3	1.4	2.3	-2.0	1098	0.1%	-0.11	995	i	0	-3.4	0.27	-1.5	0.93	3%
O=c1c(-c2nc3ccccc3s2)cccn1Cc1ccc(Cl)cc1	1.0%	2%	1.4	1.5	8.3	/	/	0.3%	/	/	i	3	-0.36	-0.24	-0.7	0.84	8%
O=C1c2ccccc2C(Nc2ccc(F)c(Cl)c2)N1c1ccccn1 (stereo unspecified)	-2.0%	0%	4.7	4.4	5.7	/	/	4.0%	-0.25	961	i	-3	0.062	-0.26	0.25	0.21	-9%
Cc1cc(Cl)ccc1C(=O)C1CCCN(C(=O)c2ccoc2)C1 (stereo unspecified)	0.7%	-1%	1.4	1.3	4.4	-2.3	992	0.1%	-0.97	1455	i	10	-0.94	-0.3	-0.35	0.66	2%
CSc1ccc(C(=O)C2CCCN(Cc3cccn3-c3cccnc3)C2)cc1 (stereo unspecified)	14%	1%	0.9	2.1	6.1	-0.4	972	0.2%	-0.49	1396	i	13	0.074	-0.18	0.21	-0.54	-5%
CCN(CC)CCCC(C)Nc1c2ccc(Cl)cc2nc2ccc(OC)cc12 (stereo unspecified)	-4.8%	-4%	/	/	/	3.7	710	/	12*	750*	/	/	/	/	/	/	-2%
CCn1nnc(NC(=O)c2cccnc2Cl)n1	-1.0%	5%	1.4	0.9	5.0	/	/	0.5%	-0.56	878	i	4	0.073	0.5	0.44	-0.37	-2%
Cc1ccc(Nc2ncnc3nc[nH]c23)cc1Cl	0.5%	-2%	2.2	4.3	9.9	/	/	0.7%	0.82	846	i	3	0.32	-0.21	0.34	0.076	6%
CCOC(=O)c1[nH]c2ccc(OC)cc2c1NC(=O)c1ccc(OC)c(OC)c1	-3.3%	12%	4.1	1.7	14	2.4	527	0.8%[50 µM]	-1.6	1129	i	15	1.4	0.086	1.4	-0.79	5%
Nc1nnc(SCC(=O)Nc2ccccc2)s1	/	4%	/	/	/	-2.3	1184	0.9%	0.35	1442	/	/	-0.54	-0.28	-0.28	0.6	1%
CC(c1nnnn1C1CCCCC1)N(Cc1ccccc1)Cc1cccnc1 (stereo unspecified)	0.4%	5%	2.8	2.3	5.2	-2.1	1243	1.7%	-1.2	967	i	5	0.087	-0.26	-0.034	-0.046	29%
C=CCNC(=O)NC(=O)COC(=O)CNS(=O)(=O)c1ccc(F)c(F)c1F	-1.8%	2%	4.1	3.3	4.6	-1.9	1037	0.9%	-0.17	1254	i	15	0.39	-0.28	0.49	-0.35	-5%
COCCNC(=O)CSc1nc2ccccc2c(=O)n1CCCC(=O)NCc1ccccc1	-1.5%	1%	2.9	2.4	12	-2.3	910	2.5%	-0.13	1244	i	9	-1	-0.34	-0.22	1	1%
CCCCn1c(SCC(=O)NCc2ccco2)nc2c1c(=O)n(C)c(=O)n2C	-2.2%	-2%	3.5	2.2	2.2	-2.3	523	1.5%	0.53	1307	i	-5	0.3	-0.22	0.046	0.22	-6%
CCOC(=O)c1cc(-c2ccncc2)nc2c1c(C)nn2C	-0.4%	-2%	4.3	2.8	11	0.1	1164	-0.4%	0.64	987	i	4	-0.93	-0.34	-0.29	0.52	-13%
